KCNQ2 block: KCNQ2 potassium channel inhibitors, primary screen, cell-based, CHO-K1, FluxOR thallium flux, B-score (AID 2156). B-score at 10 µM. O88943. 20 min; active compounds read low. actives 1.1% (n = 310,000);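 active means fluorescence ratio B-score at most minus 3 library SDs, with starting brightness B-score within 2 library SDs, cut at about -5.5 in these data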
Target sequence (O88943 whole entry, looked up): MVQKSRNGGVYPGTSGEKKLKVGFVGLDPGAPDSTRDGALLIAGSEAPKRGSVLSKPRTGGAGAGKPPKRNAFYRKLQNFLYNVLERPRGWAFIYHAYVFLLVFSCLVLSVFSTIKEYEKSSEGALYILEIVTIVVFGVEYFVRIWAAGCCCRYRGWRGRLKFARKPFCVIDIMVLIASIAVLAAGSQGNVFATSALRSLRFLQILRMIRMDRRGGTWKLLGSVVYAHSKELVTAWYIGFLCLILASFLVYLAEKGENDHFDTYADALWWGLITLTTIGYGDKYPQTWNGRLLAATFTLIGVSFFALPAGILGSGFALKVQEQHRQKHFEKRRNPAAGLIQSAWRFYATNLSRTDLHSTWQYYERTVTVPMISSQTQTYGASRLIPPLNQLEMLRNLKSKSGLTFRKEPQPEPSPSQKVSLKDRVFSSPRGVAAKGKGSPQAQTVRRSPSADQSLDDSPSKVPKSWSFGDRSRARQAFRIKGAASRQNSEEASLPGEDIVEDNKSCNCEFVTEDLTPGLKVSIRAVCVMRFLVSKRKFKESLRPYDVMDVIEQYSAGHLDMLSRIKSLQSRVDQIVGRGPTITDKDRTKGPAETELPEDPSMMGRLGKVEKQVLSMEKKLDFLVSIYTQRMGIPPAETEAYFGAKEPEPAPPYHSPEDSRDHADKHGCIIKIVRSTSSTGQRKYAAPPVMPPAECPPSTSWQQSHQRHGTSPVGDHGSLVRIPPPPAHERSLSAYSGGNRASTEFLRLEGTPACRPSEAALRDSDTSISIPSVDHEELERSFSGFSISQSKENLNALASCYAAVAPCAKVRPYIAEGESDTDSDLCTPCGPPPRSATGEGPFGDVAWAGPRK
Kir21 block: blocks the mouse Kir2.1 inward-rectifier potassium channel | B-score at 10 µM | HEK293-Kir2.1, FluxOR thallium flux fluorescence; active compounds read low | AID 1672 | P35561 | actives 0.85% (n = 310,000);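 active means fluorescence ratio B-score at or below minus 3 SD of library scores, with starting-brightness B-score within 2 SD, cut at about -4.2 in these data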;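 further: channel flux triggered by added potassium and thallium sulfate stimulus; B-score of peak minus minimum fluorescence over baseline after thallium stimulus; more negative B-score means stronger Kir2.1 block with less thallium influx; some compounds called inactive have numbers as strong as hits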
* = called active by the depositor; i = inactive.

SMILES | KCNQ2 block | Kir21 block
N#Cc1c(NC(=O)C2CC=CCC2C(=O)O)sc2c1CCCCCC2 (stereo not given) | i | 0.21
Cc1ccc(NC(=O)c2ccc(OC(=S)N3CCOCC3)cc2)cc1 | i | 1.3
FC(F)(F)c1ccccc1NC(=S)NN=C1CCCCCC1 | i | -0.89
O=C(/C=C/c1ccco1)c1ccc(NC(=O)C23CC4CC(CC(C4)C2)C3)cc1 | i | -0.41
Cc1ccc(CC2S/C(=N/N=C/c3ccco3)NC2=O)cc1 (stereo not given) | i | 0.62
O=C(CN1C(=O)NC2(CCOc3ccccc32)C1=O)c1ccc(F)c(F)c1 (stereo not given) | i | 0.62
COc1ccc(-c2nn(-c3ccccc3)cc2C(=O)Nc2cccc(C(=O)O)c2)cc1[N+](=O)[O-] | i | 2.5
COc1cccc(-c2cc(C(=O)Nc3c(C)n(C)n(-c4ccccc4)c3=O)no2)c1 | i | -0.9
CC(C)NC(=O)CC(=O)N/N=C/c1cccs1 | i | 1.2
CN1C(=O)CS/C1=N\NC(=O)COc1cccc2cccnc12 | i | 2
O=C(COc1ccc(S(=O)(=O)N2CCOCC2)cc1)N1CCc2ccccc2C1 | i | -0.42
CC(C)(C)C(=O)CCN1C(=O)C2(OCCO2)c2ccccc21 | i | -1.2
CC(=O)N1CC2(C)CN(C(C)=O)CC(C)(C1)C2 | i | -0.47
COc1cc(/C=N/NC(=O)c2cccc([N+](=O)[O-])c2)ccc1OCc1ccc(C)cc1 | i | -1.1
O=C(NCCS(=O)(=O)N1CCN(c2ccccc2F)CC1)c1cccs1 | i | 0.41
COCCNS(=O)(=O)c1ccc(SC)cc1 | i | 0.04
O=C(O)c1cc(N=Nc2c(O)[nH]c3ccc([N+](=O)[O-])cc23)ccc1Cl | i | 1.5
Cc1ccc(/C=N/NC(=O)CNC(=O)c2ccc(S(=O)(=O)N(C)C)cc2)cc1 | i | 0.81
COC(=O)C(/C=N/O)NC(=O)c1ccccc1 (stereo not given) | i | -0.43
CCCOC(=S)N/C(=N\S(=O)(=O)c1ccccc1)c1ccccc1 | i | 0.22
CC(C)=CC(=O)Nc1nnc(-c2ccccc2C)s1 | i | 0.79
CC(=O)c1ccc(C(=O)Nc2nnc(-c3ccc(Cl)cc3)o2)cc1 | i | 0.41
CCN1CCN(Cc2c(O)ccc3c(C)cc(=O)oc23)CC1 | i | -2.2
CCOc1ccc(NC(=O)CN(C)C(=O)CCCn2c(=O)oc3ccccc32)cc1OCC | i | 1.2
c1ccc(-c2csc(Nc3ncccn3)n2)cc1 | i | -0.42
COc1ccc(CC(=O)Nc2sc3c(c2C#N)CC(C)(C)NC3(C)C)cc1OC | i | -0.23
CCOc1ccc(NC(=O)CCC(=O)N2CCSc3ccccc32)cc1 | i | -0.15
O=c1[nH]c(NCc2ccccc2)nc2c1CCCC2 | i | -1.8
O=C(O)/C=C/C(=O)c1ccc2c(c1)CCc1ccccc1-2 | i | -3
COc1ccc(-c2csc3ncn(CC(=O)N4CCOCC4)c(=O)c23)cc1 | i | -1.3
COc1cc(C(=O)N/N=C/C2CC=CCC2)cc(OC)c1OC (stereo not given) | i | 0.57
Cc1ccnc(NCc2cccc3ccccc23)c1 | -6.9* | -0.5
COC(=O)c1ccc(CN2C(=O)NC(c3ccccc3)(c3ccccc3)C2=O)o1 | i | -0.01
O=C(c1ccc(F)cc1)N1CCCCC(Sc2nnc3ccccn23)C1=O (stereo not given) | i | -0.32
CCOC(=O)c1nnn(-c2ccc([N+](=O)[O-])cc2)c1C | i | -0.31
COc1ccccc1CNC(=O)c1cn(C)c(=O)c2cc(OC)c(OC)cc12 | i | 0.46
Cc1ccc(N(C(=O)C2CCC(=O)N2)C2(C(=O)NC3CCCCC3)CCCCC2)cc1 (stereo not given) | i | -1.5
COCCCn1c(SCc2nc3ccccc3c(=O)[nH]2)nc2ccccc2c1=O | i | 2.6
Cc1c(NC(=O)CN2C(=O)C(=O)N(Cc3ccccc3)C2=O)c(=O)n(-c2ccccc2)n1C | i | 0.84
COc1cccc(CN2CCNC(=O)C2CC(=O)NCc2cc(C(C)C)no2)c1 (stereo not given) | i | 0.78

Single records, as listed above. Values in the order: KCNQ2 block | Kir21 block
Entry for `COc1cccc(CN2CCNC(=O)C2CC(=O)NCc2cc(C(C)C)no2)c1` (stereo not given) = i | 0.78
Entry for `CCOC(=O)c1nnn(-c2ccc([N+](=O)[O-])cc2)c1C` = i | -0.31
Entry for `Cc1ccnc(NCc2cccc3ccccc23)c1` = -6.9* | -0.5

The list continues.
SMILES | KCNQ2 block | Kir21 block
CCOc1ccccc1NC(=O)C1CCCN(S(=O)(=O)c2ccc(-n3cnnn3)cc2)C1 (stereo not given) | i | -0.79
Cc1cc(C)c(C(=O)Cn2nc(C)c([N+](=O)[O-])c2C)cc1C | i | 1.3
COc1ccc(CC(=O)Nc2cc(Cl)ccc2C(=O)O)cc1 | i | -0.02
NC(=O)c1nsc(C(=O)N(Cc2cccnc2)C(C(=O)NCc2ccc(F)cc2)c2ccc(O)cc2)c1N (stereo not given) | i | -0.61
Clc1ccc2nc(C3CCN(Cc4ccccc4)CC3)[nH]c2c1 | i | -6.8*
CCOc1ccc(S(=O)(=O)N2CCN(C(=O)CCOc3ccccc3C)CC2)cc1 | i | -0.12
CCc1ccccc1NC(=O)CSc1nnc(CNC(=O)c2ccco2)n1C | i | 0.18
COc1ccc(O)c(-c2[nH]ncc2C(=O)c2cccc(C)c2)c1 | i | -1.2
COCCNC(=S)N1CCC(c2nc(-c3ccc(F)cc3)no2)CC1 | i | 0.09
Cc1nnc(NC(=O)CN2CCN(Cc3c(Cl)cccc3Cl)CC2)s1 | i | 0.43
COc1ccc(C(=O)Cc2cc3ccccc3oc2=O)cc1 | i | -1.8
COc1ccccc1C(=O)OCCN=C1NS(=O)(=O)c2ccccc21 | i | 0.13
CCc1nnc(NC(=O)CSc2nc3cc(OC)c(OC)cc3cc2C)s1 | i | -0.97
O=C(NC(NCc1ccccc1)C(Cl)(Cl)Cl)c1cccnc1 (stereo not given) | i | 0.37
NC(=NCCc1c[nH]c2ccccc12)NS(=O)(=O)c1cc(F)ccc1F | i | -0.87
Cc1cccc2cc(CN(CC3CCCO3)C(=O)c3ccncc3)c(=O)[nH]c12 (stereo not given) | i | 0.24
COc1ccccc1N1CCN(C(=O)CSc2ccccc2)CC1 | i | -0.7
O=C(CCc1ccccc1)NNC(=O)c1ccccc1Cl | i | 0.79
CCOC(=O)C1(CCOc2ccccc2)CCN(Cc2cccc(OCCO)c2)CC1 | i | -0.99
CC(=O)c1ccc(S(=O)(=O)N2CCN(C(=O)/C=C/c3ccc4ccccc4n3)CC2)cc1 | i | 0.68
CCCCCCC1CC(C)(C(=O)CNc2nncs2)OC1=O (stereo not given) | i | -0.11
CCOc1cccc(NC(=O)c2ccc(S(=O)(=O)N3CCCC3)cc2)c1 | i | -1.8
C=CC(=O)NCc1ccc(-c2csnn2)cc1 | i | 0.5
COc1ccccc1CC(=O)N1CCN(C(=O)c2ccco2)CC1 | i | 0.17
O=C(c1ccccc1)N1CCCCC(S(=O)(=O)c2ccccc2)C1=O (stereo not given) | i | 0.09
Cc1ccc2cc(CN(CCCO)S(=O)(=O)c3ccccc3F)c(=O)[nH]c2c1C | i | 0.46
Cc1nnc(CN(C)C(=O)CC2C(=O)NCCN2Cc2ccccc2C)o1 (stereo not given) | i | 0.03
O=C(NNC(=O)c1c(O)c2ccccc2[nH]c1=O)c1ccccc1Br | i | 1.6
COc1ccccc1CC(=O)Nc1ccc(S(=O)(=O)N2CCCC2)cc1 | i | 0
CCc1ccccc1NC(=O)C1CCCN(c2ncccn2)C1 (stereo not given) | i | 1.1

Shown as a hit in Kir21 block, among the entries above:
SMILES | KCNQ2 block | Kir21 block
Clc1ccc2nc(C3CCN(Cc4ccccc4)CC3)[nH]c2c1 | i | -6.8*

Following part.
SMILES | KCNQ2 block | Kir21 block
CC(=O)Nc1ccc(NC(=O)c2cc[n+]([O-])cc2)cc1 | i | -0.07
CC(C)(C)c1ccc(C(=O)Nc2ccc(C(=O)N3CCCC3)cc2)cc1 | i | 3.4
COc1ccc([C@H]2C(C#N)=C([S-])N[C@](C)(O)[C@@H]2[n+]2ccccc2)cc1 | i | -0.19
Cc1ccccc1OCC(=O)Nc1ccccc1-c1ccccc1 | -6.6* | -0.61
Fc1ccc(CNC(=S)Nc2ccc(Cl)cc2Cl)cc1 | i | -0.95
COC(=O)C(C)Sc1nnc(Cc2cc(=O)[nH]c(=O)[nH]2)n1-c1cc(C)ccc1C (stereo not given) | i | 1.3
CN(C)C(=O)c1cnc(-c2ccccc2)nc1-c1ccccc1 | i | 0.02
CC(=O)N1C(=O)/C(=C2\SC(=S)N(NC(=O)c3ccc(O)cc3)C2=O)c2ccccc21 | i | -0.25
CN(CC(=O)NCCCN1CCOCC1)S(=O)(=O)c1ccc(F)cc1 | i | 0.15
Cn1ncc(Br)c1C(=O)OCC(=O)Nc1nc(-c2ccccc2)cs1 | i | -1.4
O=C(Nc1ccc(F)cc1)c1ccc(=O)[nH]n1 | i | 0.01
Cc1ccc(C(C(=O)NC2CCCCC2)N(CCC(C)C)C(=O)CNC(=O)c2ccco2)o1 (stereo not given) | i | -0.17
Cc1cc(/C=N/Nc2ccc([N+](=O)[O-])cn2)c(C)n1-c1ccc(C(=O)O)cc1 | i | -0.3
Cc1ccc(-n2c(-c3cc(-c4ccco4)[nH]n3)n[nH]c2=S)c(Br)c1 | i | -0.25
CCCn1c(/N=C/c2cc(OC)ccc2O)nc2ccccc21 | i | -0.75
Cc1cc(C)cc(N(CC(=O)N2CCN(c3ccccc3)CC2)S(=O)(=O)c2c(C)noc2C)c1 | -6.5* | 0.55
COC(=O)C1CCN(CC(=O)Nc2cc(Cl)ccc2OC)CC1 | i | -0.16
C=C(C)Cn1c(CCNC(=O)C(C)C)nc2ccccc21 | i | 0
COc1ccccc1Nc1ccc(S(=O)(=O)N2CCCCC2)cc1[N+](=O)[O-] | i | -0.48
O=C(COc1ccc(Cl)cc1)N1CCN(Cc2ccc3c(c2)OCO3)CC1 | i | 0.58

A few values from the entries so far:
Result for COc1ccccc1N1CCN(C(=O)CSc2ccccc2)CC1 in Kir21 block: -0.7
Result for O=C(Nc1ccc(F)cc1)c1ccc(=O)[nH]n1 in Kir21 block: 0.01
Result for CCOc1ccc(NC(=O)CCC(=O)N2CCSc3ccccc32)cc1 in Kir21 block: -0.15
Result for CC(=O)c1ccc(S(=O)(=O)N2CCN(C(=O)/C=C/c3ccc4ccccc4n3)CC2)cc1 in Kir21 block: 0.68

Next part.
SMILES | KCNQ2 block | Kir21 block
O=C1c2cccnc2C(=O)N1Cc1ccco1 | i | -0.17
CC(C)(C)c1ccc(C(=O)N2CCC(C(=O)NCc3ccncc3)CC2)cc1 | i | 0.13
Cc1cc(C(=O)CSc2nnc(N)s2)c(C)n1CCc1ccc(F)cc1 | i | -0.7
Nc1nc2ccccc2n1/N=C/c1ccc(Br)cc1 | i | -0.71
CCOC(=O)C1CCCN(S(=O)(=O)c2ccc(-n3cnnn3)c(C)c2)C1 (stereo not given) | i | -1.3
CCN(CC(=O)NCc1cccs1)C(=O)c1ccc(S(=O)(=O)N(C)C)cc1 | i | 0.09
CC(C)(C)c1ccc(OCc2nc(-c3ccccn3)no2)c(Br)c1 | i | -0.41
CCOc1nc(C)ccc1-c1noc(C)n1 | i | -0.84
CC(=O)Nc1ccc(-c2csc(Nc3ccc(S(N)(=O)=O)cc3)n2)cc1 | i | -0.02
O=C(CN(Cc1ccccc1)S(=O)(=O)c1ccc(F)cc1)NCc1cccnc1 | i | 0.04
COc1ccc(C(=O)NCCCCCC(=O)O)cc1OC | i | -0.07
COc1ccc(CCNC(=O)c2oc3ccc(OC)cc3c2C)cc1 | i | -0.81
O=C(CCC(=O)N1CCN(Cc2ccccc2)CC1)Nc1nnc(C2CCCCC2)s1 | i | 1.5
CN(Cc1nc(-c2cccs2)no1)CC1(N2CCOCC2)CCCCC1 | i | -0.57
CCOC(=O)C(Sc1cc(C)nc(N)n1)C(C)=O (stereo not given) | i | -0.36
CCN1C(=O)[C@H]2[C@@H](c3ccc(-c4ccc(OC)cc4)cc3)N[C@@](Cc3ccccc3)(C(=O)OC)[C@H]2C1=O | i | -0.71
CN1CCN(C(=O)c2cnn3c(C(F)F)cc(C4CC4)nc23)CC1 | i | -0.27
CC(=O)N1CCN=C1SCc1ccc(Cl)cc1 | i | 0.89
Cc1noc(-c2ccccc2)c1NC(=O)Nc1ccc(Cl)cc1 | i | 1.1
Cc1ccc(N2CC(C(=O)Nc3ccc(N4CCOCC4)cc3)CC2=O)cc1C (stereo not given) | i | -2.7
COc1ccc(-c2nc(CS(=O)CC(=O)NCCCN3CCCC3)c(C)o2)cc1OC (stereo not given) | i | 1.1
Cc1ccc(C)c(NC(=O)CN(C)C(=O)c2ccccc2OCc2ccccc2Cl)c1 | i | -4.1
COc1cccc(C(=O)NCCC(=O)NCc2cc(=O)n(C)c(=O)n2C)c1 | i | 0.65
O=[N+]([O-])c1ccc(OCCOc2ccccc2/C=N/n2cnnc2)cc1 | i | -0.39
O=C1C2CCCCN2C(=O)N1CCCCN1CCN(c2ccc(F)cc2)CC1 (stereo not given) | i | 0.1
CC1Cc2cc(S(=O)(=O)N3CCCC(C(=O)N4CCCCC4)C3)ccc2N1C(=O)C1CC1 (stereo not given) | i | -0.61

Retrieved by compound from the list above, 4 records:
SMILES | KCNQ2 block | Kir21 block
COc1cccc(C(=O)NCCC(=O)NCc2cc(=O)n(C)c(=O)n2C)c1 | i | 0.65
CC1Cc2cc(S(=O)(=O)N3CCCC(C(=O)N4CCCCC4)C3)ccc2N1C(=O)C1CC1 (stereo not given) | i | -0.61
COc1ccc(-c2nc(CS(=O)CC(=O)NCCCN3CCCC3)c(C)o2)cc1OC (stereo not given) | i | 1.1
O=[N+]([O-])c1ccc(OCCOc2ccccc2/C=N/n2cnnc2)cc1 | i | -0.39

Screening results from PubChem BioAssay.
